From PubChem
CHT inh: inhibitors of human choline transporter CHT. AID 488975. B-score at 10 µM. CHT-expressing cells, membrane potential dye, choline response; hits give low values. Q9GZV3. hit rate 0.86% among 310,000;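 active means B-score over 3 SD under the library average, and starting fluorescence ratio not unusually high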;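 further: choline stimulus applied at its EC90 after an EC20 pre-addition; B-score computed on integrated fluorescence ratio after choline addition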
Target sequence (Q9GZV3 whole entry, looked up): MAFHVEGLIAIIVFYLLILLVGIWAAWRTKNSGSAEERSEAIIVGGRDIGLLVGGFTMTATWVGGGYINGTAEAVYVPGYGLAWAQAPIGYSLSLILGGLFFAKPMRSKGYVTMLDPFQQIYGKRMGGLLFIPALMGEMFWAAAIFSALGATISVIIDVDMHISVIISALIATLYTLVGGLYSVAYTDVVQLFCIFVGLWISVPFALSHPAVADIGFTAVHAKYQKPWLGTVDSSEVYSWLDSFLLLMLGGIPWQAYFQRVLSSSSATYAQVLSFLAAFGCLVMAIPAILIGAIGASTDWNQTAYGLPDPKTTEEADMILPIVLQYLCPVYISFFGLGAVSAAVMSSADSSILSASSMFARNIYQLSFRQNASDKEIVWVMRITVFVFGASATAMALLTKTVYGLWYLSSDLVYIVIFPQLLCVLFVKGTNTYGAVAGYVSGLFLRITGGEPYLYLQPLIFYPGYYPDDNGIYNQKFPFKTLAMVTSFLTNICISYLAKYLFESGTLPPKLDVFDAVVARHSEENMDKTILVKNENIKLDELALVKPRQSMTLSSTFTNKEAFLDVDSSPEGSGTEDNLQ
KCNQ2 inh: KCNQ2 channel blockers in CHO-K1 cells – cell-based, FluxOR thallium flux, B-score, primary screen (AID 2156); O88943; 20 min; hits give low values; B-score at 10 µM; hit rate 1.1% among 310,000;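 active means fluorescence ratio B-score at most minus 3 library SDs, with starting brightness B-score within 2 library SDs, cut at about -5.5 in these data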
Kir21 block: blocks the mouse Kir2.1 inward-rectifier potassium channel. P35561. HEK293-Kir2.1, FluxOR thallium flux fluorescence; hits give low values. B-score at 10 µM. hit rate 0.85% among 310,000. AID 1672;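 active means fluorescence ratio B-score at or below minus 3 SD of library scores, with starting-brightness B-score within 2 SD, cut at about -4.2 in these data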;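 further: channel flux triggered by added potassium and thallium sulfate stimulus; B-score of peak minus minimum fluorescence over baseline after thallium stimulus; more negative B-score means stronger Kir2.1 block with less thallium influx; some compounds called inactive have numbers as strong as hits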
Target sequence (P35561 whole entry, looked up): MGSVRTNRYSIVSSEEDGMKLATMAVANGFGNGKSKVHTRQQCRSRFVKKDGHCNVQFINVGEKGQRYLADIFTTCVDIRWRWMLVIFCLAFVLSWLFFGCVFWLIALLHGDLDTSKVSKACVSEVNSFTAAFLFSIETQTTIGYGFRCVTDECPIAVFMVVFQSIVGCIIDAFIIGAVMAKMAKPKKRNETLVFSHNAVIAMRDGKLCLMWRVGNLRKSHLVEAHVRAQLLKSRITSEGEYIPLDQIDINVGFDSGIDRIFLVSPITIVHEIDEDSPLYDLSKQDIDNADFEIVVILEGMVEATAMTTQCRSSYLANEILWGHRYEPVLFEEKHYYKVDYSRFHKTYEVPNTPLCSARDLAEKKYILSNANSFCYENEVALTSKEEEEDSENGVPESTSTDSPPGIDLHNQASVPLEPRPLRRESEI
Numbers without * were called inactive.

Results for Cc1ccc2c(CC(=O)NC3CCS(=O)(=O)C3)coc2c1C (configuration not stated) ?
CHT inh: inactive; KCNQ2 inh: inactive; Kir21 block: -0.52

What do the screens show for `COc1cccc(C(=O)N2CCn3c2nc2ccccc23)c1`?
CHT inh: inactive; KCNQ2 inh: -8.7*; Kir21 block: -1.6

How did Cc1nnc(NC(=O)CC(C)c2ccccc2)s1 (configuration not stated) do in these assays?
CHT inh: inactive; KCNQ2 inh: inactive; Kir21 block: 1.3

What do the screens show for `CCCS(=O)(=O)N1CCN(Cc2ccc3c(c2)c2ccccc2n3CC)CC1`?
CHT inh: inactive; KCNQ2 inh: inactive; Kir21 block: -5.9*

Results for COc1ccc(NC(=O)CSc2nc(N)c(C#N)cc2C#N)cc1 ?
CHT inh: inactive; KCNQ2 inh: inactive; Kir21 block: -0.01

Results for CCCN(CC1CC1)C(=S)NC(=O)c1ccc(S(=O)(=O)N2CCOCC2)cc1 ?
CHT inh: inactive; KCNQ2 inh: inactive; Kir21 block: 0.87

What do the screens show for `CCCSc1nc(-c2ccccc2)cc(C(F)(F)F)c1C#N`?
CHT inh: inactive; KCNQ2 inh: inactive; Kir21 block: 1.7

How did CC(C)C(c1nnnn1Cc1ccc(F)cc1)N1CCSCC1 (configuration not stated) do in these assays?
CHT inh: inactive; KCNQ2 inh: inactive; Kir21 block: -0.69

How did CCNC(=S)/N=C(/Nc1ccccc1)Nc1nc(C)cc(C)n1 do in these assays?
CHT inh: inactive; KCNQ2 inh: inactive; Kir21 block: 2.5

How did CCOP(=O)(OCC)C(NC(=O)Nc1ccccc1)c1ccccc1 (configuration not stated) do in these assays?
CHT inh: inactive; KCNQ2 inh: inactive; Kir21 block: 0.71

What do the screens show for `O=C(c1sc2ccccc2c1Cl)N1CCN(c2ccc(F)cc2)CC1`?
CHT inh: inactive; KCNQ2 inh: -6.6*; Kir21 block: 0.4

How did CCOC(=O)CNC(=O)CSc1nnc(Cn2cnc3ccccc32)n1C do in these assays?
CHT inh: inactive; KCNQ2 inh: inactive; Kir21 block: 1.4

How did COc1ccc(C(=O)Nc2ccc3ccccc3c2)c(OC)c1 do in these assays?
CHT inh: inactive; KCNQ2 inh: inactive; Kir21 block: -0.81

What do the screens show for `CC(=O)c1c(C)[nH]c(C(=O)CSc2ncnc3sc(-c4ccccc4)cc23)c1C`?
CHT inh: inactive; KCNQ2 inh: inactive; Kir21 block: 0.01

How did CCOc1ccc(NC(=O)CN(c2ccc([N+](=O)[O-])cc2)S(=O)(=O)c2ccccc2)cc1 do in these assays?
CHT inh: inactive; KCNQ2 inh: inactive; Kir21 block: 0.01

How did O=C(NCc1cccs1)c1cnc2sccn2c1=O do in these assays?
CHT inh: inactive; KCNQ2 inh: inactive; Kir21 block: 1

What do the screens show for `CCOc1nc(-c2ccccc2)ncc1Oc1ccccc1`?
CHT inh: -5*; KCNQ2 inh: inactive; Kir21 block: 1.3

How did Cc1cccc(NC(=O)CCN2CCN(C/C=C/c3ccccc3)CC2)c1 do in these assays?
CHT inh: inactive; KCNQ2 inh: inactive; Kir21 block: 0.31

What do the screens show for `CCOC(=O)CSc1nnc(-c2ccc(Cl)cc2Cl)o1`?
CHT inh: inactive; KCNQ2 inh: inactive; Kir21 block: -0.11

What do the screens show for `COc1ccc(NC(=O)c2ccco2)cc1S(=O)(=O)N1CCCCC1`?
CHT inh: inactive; KCNQ2 inh: inactive; Kir21 block: 0.01

How did CC(=O)c1ccc(N2CCN(S(=O)(=O)c3ccc4c(c3)NC(=O)CO4)CC2)cc1 do in these assays?
CHT inh: inactive; KCNQ2 inh: inactive; Kir21 block: -0.23

What do the screens show for `C#CCNC(=O)C1=C[C@@H](C2CCCCC2)[C@H](CCCO)[C@@H](OCC)O1`?
CHT inh: inactive; KCNQ2 inh: inactive; Kir21 block: 0.47

How did Cc1ccccc1C(=O)N/C(=C/c1ccc(-c2cccnc2Cl)o1)C(=O)NCCCN1CCN(C)CC1 do in these assays?
CHT inh: inactive; KCNQ2 inh: inactive; Kir21 block: -1.2

What do the screens show for `Cc1sc(NC(=O)C2C3CCC(C3)C2C(=O)O)c(C(N)=O)c1-c1ccc(C(C)(C)C)cc1` (configuration not stated)?
CHT inh: inactive; KCNQ2 inh: inactive; Kir21 block: 0.04

What do the screens show for `CCN1CCCC(NC(=O)c2scc3c2CCCC3)C1` (configuration not stated)?
CHT inh: inactive; KCNQ2 inh: inactive; Kir21 block: -0.18

How did CC1(C)CC(=O)C(C2c3ccccc3Oc3ccccc32)C(=O)C1 do in these assays?
CHT inh: inactive; KCNQ2 inh: inactive; Kir21 block: -0.77

What do the screens show for `COc1cc(OC)c(C(=O)Nc2ncn[nH]2)cc1OC`?
CHT inh: inactive; KCNQ2 inh: inactive; Kir21 block: -1.6

How did COc1cccc(-n2nnc3c(=O)n(CC(=O)N4CCCCC4)cnc32)c1 do in these assays?
CHT inh: inactive; KCNQ2 inh: inactive; Kir21 block: 0.01

What do the screens show for `CCC1CCCCN1CCN1C(=O)C2C(C(=O)Nc3ccc(OC)cc3)C3C=CC2(O3)C1C(=O)NC1CCCCC1` (configuration not stated)?
CHT inh: inactive; KCNQ2 inh: inactive; Kir21 block: 0.14

How did Cc1ccc(-c2nnc(-c3ccncc3)n2-c2ccc(C)cc2)cc1 do in these assays?
CHT inh: inactive; KCNQ2 inh: inactive; Kir21 block: -0.53

Results for O=C(O)CCC(=O)N1N=C(c2ccccc2)CC1c1ccc2c(c1)OCO2 (configuration not stated) ?
CHT inh: inactive; KCNQ2 inh: inactive; Kir21 block: 1.6

What do the screens show for `O=C(c1ccc2c(=O)n(CC3CCCO3)c(=S)[nH]c2c1)N1CCN(c2ccccc2)CC1` (configuration not stated)?
CHT inh: inactive; KCNQ2 inh: inactive; Kir21 block: 0.21

How did O=C(C1CCCO1)N1CCC(c2nc3ccccc3[nH]2)CC1 (configuration not stated) do in these assays?
CHT inh: inactive; KCNQ2 inh: inactive; Kir21 block: 1.3

Results for O=C(C1CCC(=O)N(C2CCCC2)C1)N1CCN(Cc2cccc(F)c2)CC1 (configuration not stated) ?
CHT inh: inactive; KCNQ2 inh: inactive; Kir21 block: -0.27

Results for Cc1ccc(OCC(=O)Nc2ccncc2)c(C)c1 ?
CHT inh: inactive; KCNQ2 inh: inactive; Kir21 block: 0.95

Results for COc1cc(/C=C/C(=O)OCC(=O)Nc2cc(S(=O)(=O)N(C)C)ccc2Cl)ccc1O ?
CHT inh: inactive; KCNQ2 inh: inactive; Kir21 block: -0.01

How did COc1ccc(N/C=C/C(=O)c2ccc(Cl)cc2)cc1 do in these assays?
CHT inh: inactive; KCNQ2 inh: inactive; Kir21 block: 1.6

What do the screens show for `O=C1/C(=C\c2cccnc2)CCc2ccccc21`?
CHT inh: inactive; KCNQ2 inh: inactive; Kir21 block: 0.06

Results for Cc1cc2n(n1)C(c1sccc1C)Nc1c(C)cccc1-2 (configuration not stated) ?
CHT inh: inactive; KCNQ2 inh: inactive; Kir21 block: -2.8

What do the screens show for `Cc1ccc2nc(-c3ccccn3)cc(C(=O)Nc3ccc(S(=O)(=O)N4CCOCC4)cc3)c2c1`?
CHT inh: inactive; KCNQ2 inh: inactive; Kir21 block: 0.71

What do the screens show for `CCN(CC)C(=O)Cn1cc(C(=O)C(=O)N2CCN(Cc3ccc4c(c3)OCO4)CC2)c2ccccc21`?
CHT inh: inactive; KCNQ2 inh: inactive; Kir21 block: -0.89

Results for CSCC[C@H](NC(=O)c1cc2c([nH]c3ccccc32)c(-c2ccccc2)n1)C(=O)O ?
CHT inh: inactive; KCNQ2 inh: inactive; Kir21 block: 0.24

Results for O=C(NCc1ccccc1)c1cccc(COc2cc(Cl)ccc2Cl)c1 ?
CHT inh: inactive; KCNQ2 inh: inactive; Kir21 block: -1.3

What do the screens show for `O=C(N/N=C\c1c(O)ccc2ccccc12)c1ccc(S(=O)(=O)N2CCCCC2)cc1`?
CHT inh: inactive; KCNQ2 inh: inactive; Kir21 block: -2.4

How did Cc1cc(C(=O)N/N=C/c2cc(Br)ccc2OC(=O)c2ccccc2Cl)n[nH]1 do in these assays?
CHT inh: inactive; KCNQ2 inh: inactive; Kir21 block: -0.44

What do the screens show for `O=C(Nc1ccc(OCc2ccccc2)cc1)Nc1ccccc1C(=O)NCCCN1CCOCC1`?
CHT inh: -5*; KCNQ2 inh: inactive; Kir21 block: 0.13

What do the screens show for `N#C/C(=C\c1ccccc1Br)C(=O)NC1CC1`?
CHT inh: inactive; KCNQ2 inh: inactive; Kir21 block: -0.38

Results for Cc1c(C(=O)N(C)CCCCN2CCOCC2)oc2c(F)cccc12 ?
CHT inh: inactive; KCNQ2 inh: inactive; Kir21 block: -0.02

How did CCN(CC)C(=O)Cn1cnc2sc(C(=O)N3CCN(Cc4ccc5c(c4)OCO5)CC3)c(C)c2c1=O do in these assays?
CHT inh: inactive; KCNQ2 inh: inactive; Kir21 block: -1.7

How did CCN(C(=S)Nc1ccc(Oc2ccccc2)cc1)c1ccccc1 do in these assays?
CHT inh: inactive; KCNQ2 inh: inactive; Kir21 block: 1.1

How did CN(c1cccc(NC(=O)CN(c2cccc(Cl)c2)S(=O)(=O)c2ccccc2)c1)S(C)(=O)=O do in these assays?
CHT inh: inactive; KCNQ2 inh: inactive; Kir21 block: -0.74

What do the screens show for `C/C(=N/NC(=O)c1ccncc1)c1c[nH]c2ccccc12`?
CHT inh: inactive; KCNQ2 inh: inactive; Kir21 block: 0.02

Results for Cc1ccc(C(C)C)c(OCC(=O)OCC(=O)NC2CCS(=O)(=O)C2)c1 (configuration not stated) ?
CHT inh: inactive; KCNQ2 inh: inactive; Kir21 block: -1.6

What do the screens show for `COc1ccc(C(=O)Nc2nccs2)cc1[N+](=O)[O-]`?
CHT inh: inactive; KCNQ2 inh: inactive; Kir21 block: 0.7

How did COc1cc(/C=C/C(=O)OCC(=O)Nc2ccc(S(=O)(=O)N3CCCC3)cc2)ccc1O do in these assays?
CHT inh: inactive; KCNQ2 inh: inactive; Kir21 block: 0.38

How did COc1cc(N2CCCC2)ccc1[N+](=O)[O-] do in these assays?
CHT inh: inactive; KCNQ2 inh: inactive; Kir21 block: 0.37

How did CCN(CC)CC(=O)NC12CC3CC(CC(C3)C1)C2 do in these assays?
CHT inh: inactive; KCNQ2 inh: inactive; Kir21 block: -0.26

What do the screens show for `COc1ccc(/C=C/C(=O)Oc2ccc(C)c(C)c2)cc1OC`?
CHT inh: inactive; KCNQ2 inh: inactive; Kir21 block: -0.05

What do the screens show for `Cc1c(C(=O)C(=O)N2c3ccc(F)cc3CCC2C)c2ccccc2n1C` (configuration not stated)?
CHT inh: inactive; KCNQ2 inh: inactive; Kir21 block: 1.2

Results for COc1cccc(C(=O)NNC(=O)c2ccccc2)c1 ?
CHT inh: inactive; KCNQ2 inh: inactive; Kir21 block: -0.05

What do the screens show for `O=S(=O)(Nc1ccc(-n2cccc2)cc1)c1ccccc1`?
CHT inh: inactive; KCNQ2 inh: inactive; Kir21 block: -1

How did CCCc1nc2c(sc3nc4c(cc32)COC(C)(C)C4)c(=O)n1CCN(CC)CC do in these assays?
CHT inh: inactive; KCNQ2 inh: inactive; Kir21 block: 0.6

What do the screens show for `Cn1nc(-c2ccccc2)c2cc([N+](=O)[O-])ccc21`?
CHT inh: inactive; KCNQ2 inh: inactive; Kir21 block: -0.16

How did COc1cc(/C=C2/S/C(=N/S(=O)(=O)Cc3ccccc3)NC2=O)c([N+](=O)[O-])cc1OC do in these assays?
CHT inh: -6.3*; KCNQ2 inh: inactive; Kir21 block: 3.3

Results for Cc1ccc(C(=O)N/C(=C\c2sccc2C)C(=O)NCc2ccco2)cc1 ?
CHT inh: inactive; KCNQ2 inh: inactive; Kir21 block: 0.42

How did O=C1CC(c2ccco2)CC(O)=C1C=NCC1NCCc2ccccc21 (configuration not stated) do in these assays?
CHT inh: inactive; KCNQ2 inh: inactive; Kir21 block: 1.2

Results for Cn1cccc1/C=C1\SC(=S)N(NC(=O)c2ccc(F)cc2)C1=O ?
CHT inh: inactive; KCNQ2 inh: inactive; Kir21 block: -1.3

Results for CCc1ccc(NC(=O)C(=O)NNC(=O)c2cccs2)cc1 ?
CHT inh: inactive; KCNQ2 inh: inactive; Kir21 block: -0.07

What do the screens show for `Cc1cc(C)c2oc(-c3ccc(C)c(NC(=S)NC(=O)/C=C/c4ccco4)c3)nc2c1`?
CHT inh: inactive; KCNQ2 inh: inactive; Kir21 block: 0.21

Results for Cc1cccc(NC(=O)c2cc(S(=O)(=O)N3CCOCC3)cn2C)c1C ?
CHT inh: inactive; KCNQ2 inh: inactive; Kir21 block: -0.77

Quoted from the listing (6 entries):
What do the screens show for `O=S(=O)(Nc1ccc(-n2cccc2)cc1)c1ccccc1`?
CHT inh: inactive; KCNQ2 inh: inactive; Kir21 block: -1

How did CCCc1nc2c(sc3nc4c(cc32)COC(C)(C)C4)c(=O)n1CCN(CC)CC do in these assays?
CHT inh: inactive; KCNQ2 inh: inactive; Kir21 block: 0.6

What do the screens show for `Cn1nc(-c2ccccc2)c2cc([N+](=O)[O-])ccc21`?
CHT inh: inactive; KCNQ2 inh: inactive; Kir21 block: -0.16

How did COc1cc(/C=C2/S/C(=N/S(=O)(=O)Cc3ccccc3)NC2=O)c([N+](=O)[O-])cc1OC do in these assays?
CHT inh: -6.3*; KCNQ2 inh: inactive; Kir21 block: 3.3

Results for Cc1ccc(C(=O)N/C(=C\c2sccc2C)C(=O)NCc2ccco2)cc1 ?
CHT inh: inactive; KCNQ2 inh: inactive; Kir21 block: 0.42

How did O=C1CC(c2ccco2)CC(O)=C1C=NCC1NCCc2ccccc21 (configuration not stated) do in these assays?
CHT inh: inactive; KCNQ2 inh: inactive; Kir21 block: 1.2
